# Assay outcomes deposited in PubChem BioAssay by National Center for Advancing Translational Sciences (NCATS).
# 12-LOX inh: inhibitors of human 12S-lipoxygenase ALOX12; P18054; Potency, µM (series often up to 108 µM), inactives show at the highest dose activity change, negative = inhibition, most hits filed as inhibitors; hit rate 1.1% among 580,000; purified 12hLO, xylenol orange hydroperoxide absorbance; also: potency is read from the fitted curve at half-maximal effect; % is scaled to controls: 0 for no effect and ±100 for the full control effect
# Target sequence (P18054 whole entry, looked up): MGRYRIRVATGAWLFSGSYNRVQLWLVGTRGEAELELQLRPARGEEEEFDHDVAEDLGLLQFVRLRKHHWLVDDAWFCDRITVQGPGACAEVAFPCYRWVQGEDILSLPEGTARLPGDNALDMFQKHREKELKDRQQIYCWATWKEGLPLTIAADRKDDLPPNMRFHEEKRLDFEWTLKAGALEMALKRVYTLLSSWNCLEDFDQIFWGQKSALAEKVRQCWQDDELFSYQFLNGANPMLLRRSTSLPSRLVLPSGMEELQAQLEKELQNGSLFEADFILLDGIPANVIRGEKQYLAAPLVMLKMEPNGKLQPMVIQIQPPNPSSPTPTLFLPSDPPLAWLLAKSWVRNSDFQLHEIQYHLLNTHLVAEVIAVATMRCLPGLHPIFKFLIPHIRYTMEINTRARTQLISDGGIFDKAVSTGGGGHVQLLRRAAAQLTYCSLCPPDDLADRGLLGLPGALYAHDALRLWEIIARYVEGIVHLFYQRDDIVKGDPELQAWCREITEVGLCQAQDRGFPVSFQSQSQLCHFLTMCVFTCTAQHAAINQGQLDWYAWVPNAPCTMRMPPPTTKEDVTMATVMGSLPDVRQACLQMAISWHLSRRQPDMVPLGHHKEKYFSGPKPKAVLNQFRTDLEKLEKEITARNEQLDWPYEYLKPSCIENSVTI
#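 Purified human 12hLO (150 nM final) in 25 mM Hepes, 0.01% Triton X-100, pH 7.0 was preincubated 15 min at room temperature with compound. Then 40 uM arachidonic acid was added, 30 min. Hydroperoxide was read by Fe-XO absorbance ratio 573/405 nm.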
# POLI inh: blocks human DNA polymerase iota activity. Pol iota fluorescent replication assay, 10 min. Q9UNA4. hit rate 1% among 390,000. Potency, µM (highest dose often 115 µM), for inactives: at the highest dose activity, negative = inhibition, hits mostly inhibitors; also: potency is read from the fitted curve at half-maximal effect
#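 Fluorescent replication assay read twice, at 0 min and 10 min after adding 50 nM (final) substrate. Enzyme (10 nM) and compounds were first incubated 15 min at room temperature; enzyme-free buffer wells were negative controls.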
# BLM helicase inh: blocks DNA unwinding by human BLM helicase; P54132; AID 2528; Potency, µM (series often up to 56.1 µM), without a hit: top-dose activity change, negative = inhibition, most hits filed as inhibitors; recombinant BLM DNA unwinding, fluorescence dequenching; hit rate 0.2% among 350,000;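 also: potency is read from the fitted curve at half-maximal effect; plate controls were vehicle for no effect and no enzyme for full effect; nearly all actives have a fitted effect of over 35% in size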
# ERG-DNA inh: inhibitors of human ERG Ets domain-DNA interaction; P11308; fluorescence polarization, His-ERG Ets domain / labelled DNA; Potency, µM (titrated, usually from 76.9 µM), inactives show at the highest dose FP activity, negative = inhibition, actives largely listed as inhibitors; hit rate 0.028% among 370,000; active = well fitted inhibition curve with a large enough effect in the polarisation, with a control signal flat; inconclusive = small, poorly fitted or top-dose-only effect, or effect the other way, or a change in a side signal; inactive = no such curve, though single readings can be large or run the other way; the % refers to the polarisation;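 also: polarization taken with two DNA probes labelled with fluorescein and Texas red; potency is read from the fitted curve at half-maximal effect; % of control where 0% means no effect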
# Target sequence (P11308 whole entry, looked up, the tested form may be a part): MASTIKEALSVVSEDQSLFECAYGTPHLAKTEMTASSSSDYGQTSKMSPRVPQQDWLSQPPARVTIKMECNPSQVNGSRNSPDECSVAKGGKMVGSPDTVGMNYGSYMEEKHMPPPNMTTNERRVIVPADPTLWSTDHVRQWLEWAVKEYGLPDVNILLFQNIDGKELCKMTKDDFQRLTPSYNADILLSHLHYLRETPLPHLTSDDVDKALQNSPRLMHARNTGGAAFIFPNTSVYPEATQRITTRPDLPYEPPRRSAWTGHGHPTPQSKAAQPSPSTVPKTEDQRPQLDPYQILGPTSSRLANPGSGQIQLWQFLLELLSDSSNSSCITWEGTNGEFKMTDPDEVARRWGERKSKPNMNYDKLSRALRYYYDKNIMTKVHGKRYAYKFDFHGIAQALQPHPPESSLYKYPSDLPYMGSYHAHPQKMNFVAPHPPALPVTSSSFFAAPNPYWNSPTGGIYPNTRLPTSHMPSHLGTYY
#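 His-tagged ERG Ets domain (1 uM in the protein solution; 300mM KCl, 50mM Tris-HCl, 1mM EDTA, 1mM DTT, pH 7.5) received compound, then a probe mix of 5 nM fluorescein-DNA and 100nM Texas-615-DNA. Fluorescence polarization was read for both dyes.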
# Pol beta inh: blocks human DNA polymerase beta activity; Pol beta primer extension/strand displacement, fluorescence kinetic; Potency, µM (highest dose often 114 µM), inactives show at the top dose activity change, negative = inhibition, hits mostly inhibitors; hit rate 1.3% among 340,000; AID 485314; also: potency is read from the fitted curve at half-maximal effect; % is scaled to controls: 0 for no effect and ±100 for the full control effect
#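 Human Pol beta at 10 nM; strand-displacement substrate 50 nM final. Compound exposure 15 min at room temperature before start, reaction 10 min at room temperature.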
# TRHR ag: activates the human TRH receptor | TRHR cells, calcium flux fluo-8, FDSS agonist mode | hit rate 0.18% among 360,000 | P34981 | activation, % at 2 µM; in the data active = activation above about 30%; also: 0% is about no effect
#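 TRHR-expressing cells loaded with fluo-8 calcium dye; 23 nL library compound pin-transferred, kinetic FDSS fluorescence (Ex 480/Em 530) recorded about 180 s for agonist-induced calcium release, before a 10 nM TRH EC20 addition for potentiator mode.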
# Pol kappa inh: DNA polymerase kappa (human) inhibition. Q9UBT6. purified Pol kappa, fluorescent DNA synthesis assay, 10 min. Potency, µM (series often up to 107 µM), for the others: at the top dose activity, negative = inhibition, most hits filed as inhibitors. hit rate 0.53% among 400,000; also: potency is read from the fitted curve at half-maximal effect; % is scaled to controls: 0 for no effect and ±100 for the full control effect
#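 Kinetic fluorescence screen: compound preincubated 15 min RT with 10 nM enzyme; 50 nM substrate (final) initiates; reads at 0/10 min.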
# Anesthetic bind: candidate novel general anesthetic via apoferritin binding. apoferritin/1-aminoanthracene competitive binding, fluorescence. P02791. hit rate 0.074% among 350,000. Potency, µM (top dose mostly 77.5 µM), for inactives: at the top dose activity change, negative = displacement, usual class: inhibitors; also: potency is read from the fitted curve at half-maximal effect; % is scaled to controls: 0 for no effect and ±100 for the full control effect; nearly all actives have a fitted effect of over 20% in size
#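 Apoferritin-based anesthetic binding model; compound displacement of fluorescent 1-AMA measured as endpoint fluorescence after 10 minutes at room temperature, scaled to free-ligand and complex controls.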
# APE1 inh: blocks human APE1 abasic DNA cleavage; P27695; recombinant APE1, TAMRA/BHQ-2 abasic DNA cleavage fluorescence; Potency, µM (series often up to 65.8 µM), inactives show top-dose activity change, negative = inhibition, hits mostly inhibitors; hit rate 0.35% among 350,000; AID 2517;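 also: potency is read from the fitted curve at half-maximal effect; plate controls were vehicle for no effect and reference inhibitor for full effect; nearly all actives have a fitted effect of over 55% in size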
#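 Substrate: short duplex with […] THF abasic site, 5'-TAMRA and 3'-BHQ-2, 50 nM final. APE1 at 0.75 nM, preincubated 15 min RT with compound. Fluorescence increase from first to third read measured activity.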
# * hit, by the source's call; i = inactive; ? = inconclusive; nt = no result given; [ ] = another dose, or the depositor's remark. Unless noted, calls follow the shape of the dose curve; as a rule, active = well fitted curve in the direction sought with a large enough effect; inconclusive = small, poorly fitted or top-dose-only effect, or another doubt; inactive = no such curve, though single readings can be large; an effect the other way counts as inactive or inconclusive.
molecule	12-LOX inh	POLI inh	BLM helicase inh	ERG-DNA inh	Pol beta inh	TRHR ag	Pol kappa inh	Anesthetic bind	APE1 inh
CCCc1cc(C(=O)Nc2ccc(CC)cc2)no1	-6%	44%[activator]	-8%	-10%	10%	-0.1	-10%	-1%	-11%
O=S(=O)(Nc1cccc(-c2ccc(N3CCOCC3)nn2)c1)c1ccc(Cl)c(Cl)c1	-3%	6%	nt	2%	nt	0.4	-16%	nt	-2%
CCC(=O)Nc1ccc(OCc2nnc3c4ccccc4c(C)nn23)cc1	0%	86%[activator]	-2%	10%	0%	-0.3	6%	-10%	15%
Cc1cc(C)c(C(=O)N(C)CC2CCCN(CCc3ccccc3F)C2)o1 (stereo not given)	9%	37%[activator]	2%	10%	16%	-0.3	-3%	4%	14%
O=C(CCn1c(=O)oc2ccccc21)Nc1cccc([N+](=O)[O-])c1	-10%	11%	-1%	-23%	0%	-0.6	-3%	0%	3%
CCOc1ccc(NC(=O)NNC(=O)c2ccc3ccccc3c2O)cc1	-14%	1%	-5%	-12%	32%	0.1	-4%	?	10%
Nc1ccccc1-c1nnc(SCC(=O)Nc2ccccc2OC(F)F)[nH]c1=O	-12%	18%	nt	2%	nt	nt	-4%	nt	10%
COC(=O)/C(C#N)=C/c1c(N2CCCCCC2)nc2c(C)cccn2c1=O	5%	30%[activator]	-9%	-1%	-3%	-0.4	-10%[60.1 µM]	?	-16%
CC(=O)Nc1sc(C)c(C)c1C(=O)OCC(=O)NCc1ccc(Cl)cc1	0%	16%	nt	-4%	nt	-0.1	-7%	nt	-17%
O=C(CSCc1ccccc1)NNc1c(F)c(F)cc(F)c1F	49%[activator]	138%[activator]	-12%	-9%	-4%	-1.8	-11%	-6%	-14%
O=C(c1ccccc1)c1ccc(OCC(O)CN2CCN(Cc3ccccc3)CC2)cc1 (stereo not given)	-1%	4%	0%	1%	1%	-0.7	-20%	?	-5%
CCS(=O)(=O)N1CCC(C(=O)OCC(=O)c2ccc(Br)cc2)CC1	0%	-7%	nt	?	nt	nt	-18%	nt	nt
Cc1onc(-c2ccccc2Cl)c1C(=O)NCc1ccccc1	-34%	21%	-2%	nt	42%	0.1	0%	-10%	18%
O=C(OCC(=O)N1CCC(Cc2ccccc2)CC1)c1ccccc1O	?	46%[activator]	nt	9%	nt	nt	-3%	nt	-15%
CCOC(=O)N1CCN(C(=O)CSc2ccc3nnc(-c4ccccn4)n3n2)CC1	38%[activator]	95%[activator]	-4%	-8%	-2%	-0.3	4%	-5%	-1%
CN(C)S(=O)(=O)c1ccc(C(=O)NNC(=O)C2COc3ccccc3O2)cc1 (stereo not given)	-1%	9%	-4%	9%	11%	-0.1	1%[60.1 µM]	?	0%
Cc1cc(C)cc(N(CC(=O)N2CCC(C)CC2)S(=O)(=O)c2ccccc2)c1	0%	8%	-3%	0%	3%	-0.2	-10%	-16%	-1%
CCOc1ccc(-n2c(SCC(=O)NCc3ccco3)nc3ccccc3c2=O)cc1	-5%	-24%	-10%	-2%	?	-0.3	5%	-9%	-10%
CCCCNC(=O)CSc1nc2ccc(N3CCOCC3)cc2c(=O)n1Cc1ccc(OC)cc1	1%	54%[activator]	-9%	-16%	?	-1.1	4%	-13%	?
Cc1cc(C)c(NC(=O)CS(=O)CC(=O)N2CCN(c3cccc(C)c3C)CC2)c(C)c1 (stereo not given)	-46%	47%[activator]	-11%	4%	7%	-0.2	1%	-6%	-5%
Cc1cccc2cc(C(c3nnnn3Cc3ccccc3)N3CCN(C)CC3)c(=O)[nH]c12 (stereo not given)	nt	18%	0%	-1%	-28%	-0.2	-1%	-14%	2%
COC(=O)c1ccccc1NC(=O)c1cnc2c(-c3cccc(C)c3)c(C)nn2c1C	11%	-7%	1%	-4%	1%	-0.8	0%	-12%	nt
CC(Oc1ccccc1F)C(=O)NNC(=O)CCNC(=O)c1ccco1 (stereo not given)	-1%	17%	nt	0%	nt	1.5	-10%	nt	2%
CC(C)Cn1cnc2c(SCc3ccccn3)nc(N)nc21	14%	4%	nt	0%	nt	nt	-8%	nt	nt
Cc1ccc(COc2ccccc2C(=S)N2CCCC2)cc1	-9%	92%[activator]	-5%	-7%	-10%	-0.3	4%	-2%	-1%

# Random excerpt: two entries already listed.
molecule	12-LOX inh	POLI inh	BLM helicase inh	ERG-DNA inh	Pol beta inh	TRHR ag	Pol kappa inh	Anesthetic bind	APE1 inh
O=C(CSCc1ccccc1)NNc1c(F)c(F)cc(F)c1F	49%[activator]	138%[activator]	-12%	-9%	-4%	-1.8	-11%	-6%	-14%
O=C(c1ccccc1)c1ccc(OCC(O)CN2CCN(Cc3ccccc3)CC2)cc1 (stereo not given)	-1%	4%	0%	1%	1%	-0.7	-20%	?	-5%

# Other records.
molecule	12-LOX inh	POLI inh	BLM helicase inh	ERG-DNA inh	Pol beta inh	TRHR ag	Pol kappa inh	Anesthetic bind	APE1 inh
COc1ccc(NS(=O)(=O)c2ccc(NC(C)=O)cc2)c(OC)c1	10%	73%[activator]	-3%	1%	1%	-0.1	1%	-3%	4%
COc1cc(SC#N)ccc1N=Cc1c(C)[nH]n(-c2ccc(C)cc2C)c1=O	-1%	?	-4%	0%	1%	-0.7	2%	?	6%
CC(C)C(NC(=O)OCc1ccccc1)C(=O)N1CCOCCOCCOCC1 (stereo not given)	-6%	48%[activator]	-4%	-13%	30%	0.1	1%	-4%	-1%
O=C(Nc1ccccc1N1CCCC1)C1CCN(C(=O)c2ccc(F)cc2)CC1	7%	33%[activator]	nt	1%	nt	-0.2	-20%	nt	7%
CCCCc1cc(=O)oc2cc(C)cc(OCC(=O)Nc3cccnc3)c12	23%	-4%	-6%	-2%	-26%	-0.6	-3%	-13%	14%
Cc1cc(C)n2nc(CC(=O)NCc3ccccc3Cl)nc2n1	1%	17%	4%	13%	-21%[57.1 µM]	-0.1	-13%	-8%	7%
CCCCCNS(=O)(=O)c1cc(C)ccc1OC	9%	-14%	-1%	2%	?	-0.4	-4%	3%	23%
CCN(CC)S(=O)(=O)c1ccc(N2CCCC2)c(NC(=O)c2ccc(N3CCCC3=O)cc2)c1	18%	7%	nt	-6%	nt	0.1	-17%	nt	5%
O=C(Nc1cccc(Cl)c1)c1ccc(OC(=S)N2CCOCC2)cc1	18%	72%[activator]	-21%	11%	-13%	0.8	4%	-11%	-3%
COCCCn1c(SCC(=O)Nc2ccc(NC(C)=O)cc2)nc2sc3c(c2c1=O)CCC3	14%	11%	-10%	-13%	5%	-0.3	-8%	-7%	28%
CCc1ccc(CN(Cc2ccco2)C(=O)c2cc(-c3ccc(Cl)cc3)on2)cc1	-17%	-6%	-3%	2%	-20%	3.7	2%	-8%	nt
O=c1nc2c(O)cccn2c2c1c(=O)[nH]c1ccccc12	?	?	7.9µM*	1%	?	20	?	522%[activator]	4%
Cc1ccnc(NC(=O)c2cccc(NS(=O)(=O)c3ccccc3C)c2)c1	0%	11%	-5%	1%	0%	-0.3	-12%	?	-2%
O=C(NC1CCCCC1)C1CCCN(S(=O)(=O)c2ccc(Br)s2)C1 (stereo not given)	3%	15%	-6%	-9%	38%[activator]	-2.0	-3%	0%	6%
COc1ccc(CNC(=O)c2nccnc2CO)cc1	-1%	19%	-7%	10%	11%	0.9	5%	2%	14%
CCOc1cc(NC(=S)NCc2ccco2)c(OCC)cc1NC(C)=O	-13%	27%	-5%	nt	21%	-0.7	-8%	-6%	14%
COc1ccc(NC(=O)C(=O)NCCO)cc1Cl	0%	29%	-3%	3%	29%	0.2	-19%	1%	2%
Cc1cc(OCC(=O)Nc2ccncc2)cc(C)c1Cl	8%	19%	0%	1%	?	-0.2	8%	-1%	1%
CCCOC(=O)CC1C(=O)NCCN1Cc1cc(OC)cc(OC)c1 (stereo not given)	2%	201%[activator]	1%	1%	0%	0.8	-2%	0%	-2%
C=CCN1C(=O)C(O)(CC(=O)c2ccc(-n3cccc3)cc2)c2ccccc21 (stereo not given)	nt	?	-5%	3%	-13%	-0.1	-9%	8%	-6%
Cc1cc(N(CCO)CCO)nc(-n2nc(C)cc2C)n1	-9%	6%	2%	2%	-1%	-0.2	1%	-2%	3%
O=C(NCCc1ccccc1)c1ccc(CS(=O)(=O)Cc2ccc(F)cc2)o1	-2%	-10%	-1%	4%	32%	-0.3	7%	-7%	31%
Fc1ccccc1Nc1nc2ccccc2n2nnnc12	2%	?	-8%	5%	0%	0.6	-13%	4%	6%
CN(C)S(=O)(=O)c1ccc(C(=O)N2CC(=O)Nc3ccc(F)cc3C2c2ccc(F)cc2)cc1 (stereo not given)	i	10%	-3%	-2%	-10%	0.7	6%	-11%	24%
O=C(Cn1cc(COc2ccc(Br)cc2[N+](=O)[O-])nn1)c1ccc(O)cc1	1%	4.5µM*	nt	-2%	nt	nt	0%	nt	nt
CCOC(=O)c1cn(CC(=O)Nc2cccc(F)c2)nn1	-5%	7%	-5%	8%	1%	0.6	7%	-6%	-2%
CC1CN(C(=O)CCC(=O)NC2CCN(Cc3ccccc3)CC2)c2ccccc2O1 (stereo not given)	-6%	?	1%	7%	?	0.5	0%	-12%	60%[activator]
CC(Sc1nccn1C)C(=O)c1ccc(Br)cc1 (stereo not given)	-5%	23%	-1%	14%	8%	-0.4	-8%	4%	50%
CCOC(=O)c1oc2ccccc2c1COC(=O)CNC(=O)c1ccco1	-5%	38%[activator]	nt	6%	nt	-0.6	-10%	nt	10%
O=C(c1ccco1)n1nc(-c2ccc(Cl)cc2)nc1NCc1ccco1	-51%	25%	-4%	-4%	12%	-0.3	-10%	-4%	5%

# Entries above printed as active in BLM helicase inh.
molecule	12-LOX inh	POLI inh	BLM helicase inh	ERG-DNA inh	Pol beta inh	TRHR ag	Pol kappa inh	Anesthetic bind	APE1 inh
O=c1nc2c(O)cccn2c2c1c(=O)[nH]c1ccccc12	?	?	7.9µM*	1%	?	20	?	522%[activator]	4%

# Some of the compounds tested; rates above refer to the full screens.
